Hsp70 inhibitors: small molecules displacing fluorescent ligand from Hsp70 – biochemical, fluorescence polarization, primary screen (AID 583); Hsp70 fluorescence polarization probe displacement, mP; higher % means a stronger effect; displacement, % at 20 µM, or IC50 in µM where a hit was titrated; 0.06% of 140,000 active; in the data active means displacement above about 50%;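 further: plate controls were vehicle for no effect and reference ligand for full effect; a part of the inactive calls stands beside numbers as strong as those of hits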
Rat MKP-3 inhibitors: inhibition of rat DUSP6 enzyme activity – biochemical, in vitro, primary screen (AID 425); 0.17% of 110,000 active; one-dose inhibition, % at 20 µM; IC50 in µM for titrated hits; recombinant MKP-3 phosphatase activity, fluorescence; higher % means a stronger effect; in the data active means inhibition above about 50%;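 further: plate controls were vehicle for no effect and reference inhibitor for full effect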
* = called active by the depositor; · = no result given. Not all compounds are listed (hit frequency here may not be typical).

Every second line gives: Hsp70 inhibitors | Rat MKP-3 inhibitors
- CCCN(CCC)C(=O)CSc1nc2ccccc2c(=O)n1CC1COc2ccccc2O1 (configuration not stated)
  -0.2% | ·
- CCOc1ccc2[nH]c(=O)c(CN(Cc3cccs3)C(CC)c3nnnn3C(C)(C)CC)cc2c1 (configuration not stated)
  2.9% | -5.6%
- CCOC(=O)N1CCN(c2nc(-c3cccc(OC)c3)cc(C(F)(F)F)n2)CC1
  1.1% | -3.6%
- O=C1CCN(C(=O)c2ccccc2)C2CCCCC12 (configuration not stated)
  -2.7% | -3.3%
- C#CCSc1nnc2c3ccccc3n(CC=C)c2n1
  -0.3% | 1.9%
- CCN(CC)c1ccc(/C=C/C(=O)C23CC4CC(CC(C4)C2)C3)cc1
  -28.3% | 0.5%
- CCN(CC)S(=O)(=O)c1ccc2oc(C(=O)NCC3COc4ccccc4O3)c(C)c2c1 (configuration not stated)
  -3.6% | 3.7%
- CC(C)(C)C(=O)/C=C(/c1ccccc1)N1CCCCC1
  38.1% | 2.2%
- CCOC(=O)c1c(NC(=O)CSc2nnnn2-c2ccc3c(c2)OCCO3)sc(C)c1C
  -2.0% | 0.1%
- Cc1ccc(N=C(NOC(=O)c2ccccc2)c2nonc2N)c(C)c1
  5.0% | ·

Next section, overlapping the part above by 2 compounds.
Every second line gives: Hsp70 inhibitors | Rat MKP-3 inhibitors
- CCOC(=O)c1c(NC(=O)CSc2nnnn2-c2ccc3c(c2)OCCO3)sc(C)c1C
  -2.0% | 0.1%
- Cc1ccc(N=C(NOC(=O)c2ccccc2)c2nonc2N)c(C)c1
  5.0% | ·
- Cc1cc(C)nc(NS(=O)(=O)c2ccc(NC(=O)CCN3C(=O)c4ccccc4C3=O)cc2)n1
  -2.7% | -14.8%
- CC1=C(C)C(=O)N(c2ccccn2)C1=O
  -5.3% | -4.9%
- Cc1cc(-c2ccccc2)nc(N(C)NC(=O)c2ccc(Cl)cc2)c1S(C)(=O)=O
  0.8% | ·
- O=C(Cn1c(=O)n2ncnc2c2c3c(sc21)CCCC3)c1ccccc1
  -2.9% | -6.7%
- COc1ccc(-c2cc(C(=O)O)c(C)o2)cc1OC
  -1.5% | -0.5%
- O=C1NC(=O)N(c2ccccc2)C(=O)/C1=C\c1cccc(OCc2ccc(F)cc2)c1
  -4.4% | 0.7%
- CCN(CC(=O)Nc1c(C(=O)OC)[nH]c2ccccc12)c1ccc2c(c1)OCO2
  26.0% | -3.5%
- CCOc1ccc(Nc2nc(-c3sc(NC(=O)c4ccccc4)nc3C)cs2)cc1
  -2.3% | 2.8%
- CCCN(CCC)S(=O)(=O)c1cc(Br)cc2c1N(C(=O)CC)CC2
  0.9% | 1.0%
- CCOC(=O)C1CCCN(CC(=O)Nc2c(C(=O)OC)[nH]c3ccc(Br)cc23)C1 (configuration not stated)
  -0.2% | -5.2%
- Cc1cc(=O)[nH]c(SCC(=O)Nc2ccc(C(=O)O)cc2)n1
  7.3% | ·
- O=[N+]([O-])c1cc(C(F)(F)F)ccc1N1CCN(S(=O)(=O)c2ccc(Cl)cc2)CC1
  4.1% | 6.7%
- Cn1c(=O)cc(SCC(=O)NCC2CCCO2)c2ccc(Cl)cc21 (configuration not stated)
  -6.9% | -5.4%
- COc1ccc(-c2csc(NC(=O)CC(C)C)n2)cc1
  1.2% | ·
- COC(=O)c1cc(C(=O)Nc2ccc(OC)cc2OC)cc([N+](=O)[O-])c1
  2.0% | -1.5%
- Cc1nonc1NC(=O)c1ccc(Cl)c(S(=O)(=O)N2CCCCC2)c1
  3.7% | 4.7%
- CC1Cc2ccccc2N1C(=O)COc1cccc(-n2cnnn2)c1 (configuration not stated)
  -2.1% | -6.9%
- CC(C)C[C@H](NC(=O)NCc1ccc(Cl)cc1)C(=O)O
  1.3% | -6.3%
- CC1=CC(C)(C)Nc2ccc(OC(=O)COc3ccccc3Cl)cc21
  3.1% | 3.2%
- Cc1ccc(Cl)c2c1NC(=O)C2(O)CC(=O)c1ccc(Br)cc1 (configuration not stated)
  1.5% | ·
- Cc1cc(C)n2nc(CC(=O)NC3CCCC(C)C3C)nc2n1 (configuration not stated)
  4.9% | 3.1%
- O=C(O)c1ccc(NC2=NS(=O)(=O)c3ccccc32)cc1
  0.0% | 3.7%
- Cc1cc(C(=O)NCCCN2CCOCC2)n(-c2ccccc2)n1
  0.2% | -6.4%
- Cn1c(O)c(N=NC(=O)COc2ccc3ccccc3c2)c2ccccc21
  -3.4% | -3.1%
- Cc1ccccc1N(CC(N)=O)S(C)(=O)=O
  -0.7% | -9.8%
- O=C(Nc1ccccc1C(F)(F)F)c1cccnc1
  -5.2% | -7.5%
- O=C(Nc1cccc(C(F)(F)F)c1)c1cc(-c2cccs2)on1
  1.8% | 1.8%
- Brc1ccc(C2=CSC3=NCCN23)cc1
  5.6% | 1.1%
- CCOC(=O)C(C)Sc1nnc(Cc2cc(=O)[nH]c(=O)[nH]2)n1-c1ccc(Cl)cc1 (configuration not stated)
  3.4% | 5.8%
- COC(=O)C1=C(C)N=c2s/c(=C\c3c(F)cccc3Cl)c(=O)n2C1c1ccccc1 (configuration not stated)
  -5.1% | -1.2%
- CCOC(=O)c1[nH]c2ccc(Br)cc2c1NC(=O)CCN1CCN(C(=O)OCC)CC1
  -7.1% | 1.7%
- O=C1CC(c2ccccc2)n2nc(N3C(=O)CCC3=O)nc2N1 (configuration not stated)
  2.7% | 3.7%
- Cc1ccnc(NC(=O)/C=C/c2ccc(-c3ccccc3[N+](=O)[O-])o2)c1
  8.6% | 9.3%
- O=C1CCCC/C1=C/Nc1ccc2c(c1)OCO2
  0.6% | -8.1%
- COc1ccc(CN2CCN(S(=O)(=O)c3ccc(C)cc3)CC2)cc1
  2.4% | -0.7%
- CCCCn1c(SCC(=O)NCCc2ccc(OC)c(OC)c2)nc2c1c(=O)n(C)c(=O)n2C
  3.4% | -1.8%
- CC1(C)CC(=O)C2=C(C1)Nc1[nH]c(=S)[nH]c(=O)c1C2c1ccccc1 (configuration not stated)
  1.2% | -9.9%
- CC1=NN(C(=O)c2ccccc2)C(C)(O)C1(C)C (configuration not stated)
  0.0% | -1.6%
- O=C(CSc1n[nH]c(=O)[nH]c1=O)c1ccccc1
  4.6% | -0.9%
- CCOc1ccccc1-c1nc2c([nH]1)c(=O)n(C)c(=O)n2C
  0.1% | -5.5%
- Cc1ccc(NC(=O)c2cc(N(C)C)ccc2[P+](=O)O)cc1
  -2.8% | -2.4%
- COc1cc(NC(=O)C2CC(c3cccc(OC)c3OC)=NO2)cc(OC)c1OC (configuration not stated)
  0.7% | -8.9%
- COc1cccc(C(=O)Nc2ccc(Cc3ccncc3)cc2)c1
  0.0% | 0.3%
- CCCCN(CC)CCCNC(=O)c1cc2cc3ccc(OC)cc3nc2o1
  6.9% | 7.8%
- FC(F)(F)c1ccccc1CN1CCN(Cc2c[nH]c3ccccc23)CC1
  1.6% | 2.9%
- COC(=O)c1cc(OC)c(OC)cc1NC(=S)N1CCCC(CO)C1 (configuration not stated)
  0.1% | ·
- COCc1cc(C)nc(Nc2ccc(C)c(C)c2)c1C#N
  1.8% | -7.0%
- Cn1nc(-c2ccccc2)c(-c2nc(-c3cccc(Cl)c3)no2)c1Cl
  -1.6% | ·
- Cc1nn(-c2ccccc2)c2sc(C(=O)C(C#N)c3ccccn3)cc12 (configuration not stated)
  0.0% | -10.5%
- Cc1c(N2C(=O)/C(=C3/C(=O)N(CC(N)=O)c4ccccc43)SC2=S)c(=O)n(-c2ccccc2)n1C
  -1.1% | 2.7%

Later entries:
Every second line gives: Hsp70 inhibitors | Rat MKP-3 inhibitors
- COC(=O)c1ccccc1NC(=O)c1ccc(CN2CCc3ccccc3C2)cc1
  2.9% | 2.9%
- CCOC(=O)C1CCN(Cc2ccc(F)cc2)CC1
  -4.7% | -0.4%
- CC(=O)OC(C(=O)NC1CCCCC1)c1ccccc1 (configuration not stated)
  1.7% | -0.1%
- C/C(=C\C(=O)c1ccccc1)Nc1ccc(N2CCOCC2)cc1
  -3.8% | ·
- COc1ccccc1/C=N/n1c(-c2ccccc2C)nc2ccccc2c1=O
  -1.0% | -3.7%
- Cc1onc(-c2c(F)cccc2Cl)c1C(=O)Nc1cccc(Cn2cccn2)c1
  2.9% | -9.7%
- CC(=O)Nc1ccc(/C(C)=N\NC(=O)CCN2CCCCC2)cc1
  -4.6% | 2.9%
- CCOCCCNc1nc2ccccc2[nH]1
  5.4% | 7.3%
- O=C(Nc1cc(=O)[nH]c2ncnn12)c1ccccc1Cl
  -1.3% | -1.1%
- Cc1ccccc1OCC(=O)Nc1ccc(-c2ccccc2)cc1
  0.6% | 3.3%

Quoted at random: 3 records from the list, in no set order.
Every second line gives: Hsp70 inhibitors | Rat MKP-3 inhibitors
- Cc1ccccc1OCC(=O)Nc1ccc(-c2ccccc2)cc1
  0.6% | 3.3%
- CCOCCCNc1nc2ccccc2[nH]1
  5.4% | 7.3%
- Cc1onc(-c2c(F)cccc2Cl)c1C(=O)Nc1cccc(Cn2cccn2)c1
  2.9% | -9.7%

Carrying on.
Every second line gives: Hsp70 inhibitors | Rat MKP-3 inhibitors
- O=C(NC(=S)NNC(=O)c1ccccc1[N+](=O)[O-])c1ccccc1
  1.2% | ·
- CCn1c(SC)nc2c(c1=O)SC(C)C2 (configuration not stated)
  4.7% | -4.8%
- CCCC(C)NS(=O)(=O)c1ccc(OC)c(C)c1 (configuration not stated)
  3.7% | ·
- CC(=O)C12CCCCC1CC1C3CC(C)[C@@]4(O)CC(O)CCC4(C)C3CCC12C (some centres not stated)
  1.2% | -3.9%
- COc1ccc(NC(=O)C(=O)N/N=C/c2ccc(OC)c(OC)c2)cc1
  5.4% | 0.7%
- Cc1cc2c(cc1C)NC(CC(=O)NCc1ccccc1)C(=O)N2 (configuration not stated)
  -18.9% | -9.5%
- COc1ccc2nc(NC(=O)Cc3ccc(OC)c(S(=O)(=O)N4CCOCC4)c3)sc2c1
  3.5% | -12.5%
- CCOC(=O)N1CCN(CC(O)COc2c(OC)cccc2OC)CC1 (configuration not stated)
  -4.2% | 6.9%
- CS(=O)(=O)N(Cc1ccc(C(=O)Nc2ccc3c(c2)OCO3)cc1)c1ccccc1
  8.3% | 2.2%
- COc1ccc(C)cc1S(=O)(=O)NC1CCCCC1C (configuration not stated)
  4.2% | -5.8%
- CC(=O)CC(=O)Nc1ccccc1NC(C)=O
  -6.3% | 4.3%
- NS(=O)(=O)c1ccc(CCNc2cc(=O)n(Cc3ccc(F)cc3)c(=O)[nH]2)cc1
  9.6% | -1.9%
- Cc1nn2c3ccccc3nc2n(C)c1=O
  -1.6% | -13.2%
- NC(=O)c1ccccc1NC(=O)COc1ccc(Cl)cc1Br
  3.7% | 1.2%
- CC(C)N1CCC2(CC1)N=C(c1ccc3c(c1)OCO3)CC(c1cc(Cl)ccc1O)N2 (configuration not stated)
  -1.9% | 0.4%
- O=C(Cn1c(NCCCO)nc2ccccc21)c1cccc(Br)c1
  0.9% | -5.6%
- COc1cccc(/C=N/N2CCN(Cc3cccc4ccccc34)CC2)c1OC
  -2.7% | 1.0%
- CC(=O)c1ccc(NC(=O)Cc2ccc(F)cc2)cc1
  -5.3% | 3.2%
- Cc1nnc(SCC(=O)Nc2ncc3c(n2)CC(c2ccccc2)CC3=O)s1 (configuration not stated)
  4.4% | ·
- COC(=O)c1sccc1NC(=O)c1c(-c2c(Cl)cccc2Cl)noc1C
  -5.5% | -1.5%
- COc1cccc(C2/C(=C(/O)c3ccncc3)C(=O)C(=O)N2CCCN2CCOCC2)c1OC (configuration not stated)
  3.4% | -1.3%
- CCOC(=O)c1c(NC(=O)C2CC=CCC2C(=O)O)sc2c1CCC(C)C2 (configuration not stated)
  10.2% | -0.3%
- O=C1c2ccccc2C(=O)N1SC1CCCCC1
  -0.2% | -7.4%
- O=C(NCCCNC(=O)c1ccco1)c1ccco1
  7.3% | 7.4%
- CCN1CCN(Cc2nc3c(c(=O)n(C)c(=O)n3C)n2CCc2ccccc2)CC1
  -0.1% | -3.3%
- Cc1ccccc1NC(=O)CSc1ccccc1
  -0.8% | -2.5%
- Cc1ccnc(NS(=O)(=O)c2ccc(N=CC3=C(O)CC(C)(C)CC3=O)cc2)n1
  -0.4% | -4.9%
- O=[N+]([O-])c1nn(-c2ccc3c(c2)OCCO3)n(O)c1=NC1CCCC1
  -5.4% | ·
- CN(C)C(=O)CSc1nnc([C@H](Cc2c[nH]c3ccccc23)NC(=O)OC(C)(C)C)o1
  -3.2% | 7.3%
- COc1ccc(C)cc1NC(=O)c1nnn(Cc2cc(C)ccc2C)c1N
  -5.2% | -8.5%
- CCC1CCC(C(=O)NC(C(=O)Nc2ccc3c(c2)OCCO3)C(C)C)CC1 (configuration not stated)
  -2.2% | ·
- Nc1ccc2oc(-c3cc(Br)ccc3Cl)nc2c1
  -3.0% | -6.8%
- CC(=O)Nc1ccc(Oc2ccc3nc(C)[nH]c3c2)cc1
  1.2% | -10.8%
- O=C(NNc1nc(-c2ccccc2)c2cc(Br)ccc2n1)c1ccccc1Cl
  1.0% | 0.7%
- Cc1ccccc1OCCN1C(=O)c2ccccc2C1=O
  -1.7% | 4.0%
- CCOC(=O)c1cnc(-n2nc(C)cc2C)nc1Nc1ccc2c(c1)OCO2
  6.6% | 1.1%
- COc1ccc(S(=O)(=O)N2CCN(C3CC4CCC3C4)CC2)cc1 (configuration not stated)
  0.5% | 1.9%
- CCc1ccc(CNCc2cccnc2)cc1
  -2.4% | -6.9%
- CCOc1ccccc1N(C(=O)Cn1nnnc1-c1ccc(C)o1)C(CC)C(=O)NC(C)(C)C (configuration not stated)
  0.4% | -3.2%
- CCCCNC(=O)N(C)c1nncnc1C(=O)NC
  2.4% | -10.0%
- Fc1ccc(CSc2ncnc3c2oc2ccccc23)cc1
  -2.3% | 4.2%
- CCOc1cc(/C=C2/C(=O)ON=C2C)ccc1OCc1ccccc1F
  9.7% | ·
